DYRK1A inh = inhibitors of rat Dyrk1A kinase. 310,000 tested, 0.43% active. Q63470. ADP-Glo luminescence, NFATc1 peptide. AID 504441. inhibition, % at 12.5 µM; in the data active = inhibition above about 50%;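 also: plate controls were vehicle with enzyme for no effect and no enzyme for full effect; many of its hits are not listed in these tables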
GSK3B inh = blocks human GSK3beta kinase activity. P49841. GST-GSK3beta kinase, ADP-Glo luminescence, 60 min; hits give low values. activity score (negative = inhibition), % at 10 µM. 300,000 tested, 0.038% active. AID 2097;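 active = more than half of replicate wells score below -50%, meaning over 50% inhibition versus plate controls; inconclusive = some replicates but at most half score below -50%; inactive = no replicate scores below -50%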;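 also: 0% = median DMSO wells and -100% = median GW8510 positive control wells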
Target sequence (P49841 whole entry, looked up): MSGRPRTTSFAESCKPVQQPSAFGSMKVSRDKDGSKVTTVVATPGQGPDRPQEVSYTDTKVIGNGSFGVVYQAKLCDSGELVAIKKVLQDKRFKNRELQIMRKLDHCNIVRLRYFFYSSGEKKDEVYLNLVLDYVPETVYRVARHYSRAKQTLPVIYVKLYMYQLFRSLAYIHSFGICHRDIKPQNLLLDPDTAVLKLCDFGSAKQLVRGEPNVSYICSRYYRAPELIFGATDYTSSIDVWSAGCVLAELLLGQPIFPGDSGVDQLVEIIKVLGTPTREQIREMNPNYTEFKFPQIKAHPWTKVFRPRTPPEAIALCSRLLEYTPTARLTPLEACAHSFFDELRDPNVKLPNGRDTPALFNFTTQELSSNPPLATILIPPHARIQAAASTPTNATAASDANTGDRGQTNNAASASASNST
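Assay system: GST-fused GSK3beta enzyme, cell-free / Medium: Tris pH 7.5 buffer with MgCl2, DTT, BSA, heparin / Also added: peptide substrate plus 25 µM ATP (final) / Compound: 10 µM single point / Timing: kinase reaction with compound 60 min at room temperature / Detection: ADP-Glo luminescence / Benchmarks: DMSO neutral wells and GW8510 at 20 µM as positive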
Platelet DG rel = platelet dense granule release activity. inhibition, %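 (compounds screened at 7.5 µM in platelet-rich plasma)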. 300,000 tested, 0.22% active. human platelet-rich plasma, SFLLRN dense granule ATP release, luminescence. AID 1663;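 active = mean replicate score, as percent of positive control, at or above 50; inconclusive = mean below 50 but at least one replicate at or above 50; inactive = mean and every replicate below 50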
HSP90 refold inh = blocks HSP90-mediated luciferase refolding in reticulocyte lysate; 290,000 tested, 0.91% active; Rabbit reticulocyte lysate, luciferase refolding luminescence, 3 h; inhibition, % at 5.6 µM;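 active = inhibition above the screen-wide mean plus 3 SD, computed separately per campaign, cut at about 16% in these data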;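 also: 0% = DMSO wells and 100% = 60 µM geldanamycin wells; inhibitors lower the luminescence because luciferase stays unfolded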
IEC-6 cytotox = kills IEC-6 intestinal cells in KLF5 counter-screen. 290,000 tested, 0.78% active. IEC-6 cytotoxicity, luminescence viability. inhibition, % at 5 µM. AID 1825; in the data active = inhibition above about 22%;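 also: 0% = plate median of test compound wells and 100% = cytotoxic reference compound wells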
HSF-1 act = increases HSF-1 driven luciferase reporter signal; activation, % at 9 µM; NIH3T3-HGL HSF-1 luciferase reporter, MG132, 8 h; 100% = twice DMSO control signal; AID 504408; 300,000 tested, 1.7% active;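 active = mean replicate activation of at least 50% with a set share of replicates each reaching 50%; inconclusive = only one of those two conditions met; inactive = mean below 50% and too few replicates reaching it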;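 also: 0% = median of the neutral control wells and 100% = twice that signal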
KLF5 inh = suppresses KLF5 promoter-driven expression. DLD-1 KLF5 promoter-luciferase reporter, luminescence. inhibition, % at 5 µM. 290,000 tested, 0.23% active;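 active = inhibition above a per-plate limit of that plate's mean compound inhibition plus 3 SD, cut at about 60% in these data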;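 also: 0% = DMSO wells and 100% = LY294002 at 200 µM; higher means less KLF5 promoter-driven luciferase light; inactives centre near -14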
aSyn UTR inh = MLPCN primary screen, SNCA 5' untranslated region. 300,000 tested, 0.82% active. inhibition, % (tested at 7.5 µM). alpha-synuclein 5'UTR reporter, inhibitor activity; in the data active = inhibition above about 60%; inconclusive = no clear call, values can overlap the other calls;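 also: H4 neuroglioblastoma cells stably carrying SNCA 5'UTR luciferase fusion; 0% = DMSO wells and 100% = positive control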
GSK3A inh = human GSK-3 alpha kinase inhibition. inhibition, % at 10 µM. ADP-Glo luminescence, 60 min. 320,000 tested, 0.1% active. AID 2650;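 in the data active = inhibition above about 50%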;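 also: GST-tagged GSK-3 alpha with peptide substrate and 25 µM ATP; 0% = DMSO neutral wells and 100% = GW8510 positive control wells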
HSF1 inh = HSF1 inhibition; NIH3T3-HGL HSE-luciferase, MG132-induced, luminescence 8 h; hits give low values; activity change, negative = inhibition, % at 7.5 µM (by protocol); 300,000 tested, 0.77% active; AID 2098;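 active = more than half of replicate wells show activity change below -50%, luminescence cut by over half; inconclusive = some wells, but at most half, below -50%; inactive = no replicate well below -50%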;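 also: luciferase reports HSF-1 transcriptional activity via heat shock element; 0% = median of DMSO wells and -100% = zero luminescence signal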
* = called active by the depositor; ? = inconclusive; nt = not tested or not shown.

SMILES	DYRK1A inh	GSK3B inh	Platelet DG rel	HSP90 refold inh	IEC-6 cytotox	HSF-1 act	KLF5 inh	aSyn UTR inh	GSK3A inh	HSF1 inh
O/N=C\c1ccccc1Oc1ccc(F)cc1	-2	-2	0	-4	-2	1	-23	34	-2	-3
CCOC(=O)C1=C(O)C(=O)N(CCCn2ccnc2)C1c1ccc(OC)cc1 (stereo unspecified)	nt	1	5	4	3	9	10	5	-2	3
C=CCSc1nc(C)c(Cc2cccc3ccccc23)c(=O)[nH]1	-1	2	-9	-1	0	6	-18	17	0	-11
CCCCCOC(=O)C1=C(C)N(C)C(=O)NC1c1cc(Br)c(O)c(OC)c1 (stereo unspecified)	1	8	7	0	1	8	22	38	0	13
c1ccc2c(c1)nc(N1CCOCC1)c1c3ccccc3[nH]c21	11	0	-1	5	2	9	-18	-30	10	5
Nc1nc(SCC(=O)NCc2ccccc2)[nH]c(=O)c1NC(=O)c1ccccc1F	-1	3	-4	-4	-2	-14	9	-22	-1	-9
CCCCNc1nc2ccccc2nc1NS(=O)(=O)c1ccc(F)cc1	4	2	0	-5	9	14	-23	-15	-3	-3
CCn1cc(C(=O)N2CCN(c3ccccc3OC)CC2)c2cc(OC)c(OC)cc2c1=O	5	1	4	-1	6	-5	-11	-7	nt	0
CN(C)c1nc(C(=O)Nc2ccccc2)nc(N(C)C)n1	nt	1	1	7	3	11	19	23	0	6
N#Cc1c(Cn2cncn2)nc(=O)n(-c2ccc(Cl)cc2)c1N	-2	-6	5	-3	5	-19	-24	-21	-3	-5
O=C(c1ccc(-c2ccccc2Cl)o1)N1CCN(S(=O)(=O)c2cccs2)CC1	1	-1	-2	nt	nt	16	nt	-114	0	15
CC(=O)N1c2ccccc2-c2nc3ccccc3n2C1C (stereo unspecified)	18	1	-2	-3	4	-21	-2	-5	1	6
O=[N+]([O-])c1ccc2nc(CN3CCCCC3)[nH]c2c1	0	-1	8	-1	-13	-11	-21	-24	-2	4
Cc1ccc2nc(-c3ccc(NC(=O)C(C)Sc4nncs4)cc3)sc2c1 (stereo unspecified)	-6	3	5	nt	nt	-32	nt	?	-3	-17
OC1(c2ccc(F)cc2)CCN(Cc2ccccc2)C1 (stereo unspecified)	22	0	-7	1	-1	-7	-12	4	-6	-6
S=C(Nc1ccc(Cl)c(Cl)c1)N1CCCC1	-3	3	4	2	-1	0	-8	-25	1	10
Cc1ccc(S(=O)(=O)N(CCCN(C)C)Cc2ccc3c(c2)OCO3)cc1	3	0	-7	-1	-1	0	-25	-13	0	10
Cc1ccc(CC(CC(=O)O)C(=O)NC2CCCCC2)cc1 (stereo unspecified)	2	1	-2	-1	3	0	-12	7	-2	-3
CCCn1c(SCC(=O)NC2CCCC(C)C2C)n[nH]c1=O (stereo unspecified)	6	-1	-17	5	-4	-3	-19	7	0	1
O=C1CC2(CCN(C(=O)c3cccc(F)c3)CC2)Oc2ccccc21	-5	6	-12	nt	nt	-2	nt	-2	-2	-3

A few values from the entries so far.
O/N=C\c1ccccc1Oc1ccc(F)cc1 – HSF1 inh: -3
O=C1CC2(CCN(C(=O)c3cccc(F)c3)CC2)Oc2ccccc21 – HSF-1 act: -2
S=C(Nc1ccc(Cl)c(Cl)c1)N1CCCC1 – GSK3A inh: 1
Nc1nc(SCC(=O)NCc2ccccc2)[nH]c(=O)c1NC(=O)c1ccccc1F – HSF-1 act: -14
Cc1ccc2nc(-c3ccc(NC(=O)C(C)Sc4nncs4)cc3)sc2c1 (stereo unspecified) – Platelet DG rel: 5
OC1(c2ccc(F)cc2)CCN(Cc2ccccc2)C1 (stereo unspecified) – KLF5 inh: -12
C=CCSc1nc(C)c(Cc2cccc3ccccc23)c(=O)[nH]1 – DYRK1A inh: -1

Back to the main list, starting 5 compounds before the break.
SMILES	DYRK1A inh	GSK3B inh	Platelet DG rel	HSP90 refold inh	IEC-6 cytotox	HSF-1 act	KLF5 inh	aSyn UTR inh	GSK3A inh	HSF1 inh
S=C(Nc1ccc(Cl)c(Cl)c1)N1CCCC1	-3	3	4	2	-1	0	-8	-25	1	10
Cc1ccc(S(=O)(=O)N(CCCN(C)C)Cc2ccc3c(c2)OCO3)cc1	3	0	-7	-1	-1	0	-25	-13	0	10
Cc1ccc(CC(CC(=O)O)C(=O)NC2CCCCC2)cc1 (stereo unspecified)	2	1	-2	-1	3	0	-12	7	-2	-3
CCCn1c(SCC(=O)NC2CCCC(C)C2C)n[nH]c1=O (stereo unspecified)	6	-1	-17	5	-4	-3	-19	7	0	1
O=C1CC2(CCN(C(=O)c3cccc(F)c3)CC2)Oc2ccccc21	-5	6	-12	nt	nt	-2	nt	-2	-2	-3
Cc1ccc(S(=O)(=O)C2CS(=O)(=O)CC2O)cc1 (stereo unspecified)	1	-1	-5	0	-4	10	-32	-17	0	5
CCN1C(=O)/C(=C2\Sc3ccccc3N2CC)OC1=S	-4	6	3	-1	2	13	-21	24	-2	0
COc1ccccc1NC(=O)c1ccc(NC(=O)COC(=O)CC(NC(=O)c2ccccc2Cl)c2ccccc2)cc1 (stereo unspecified)	2	-5	-1	-3	-8	16	17	-1	2	-3
O=C1COc2ccc(C(=O)COC(=O)c3cc(S(=O)(=O)N4CCOCC4)ccc3F)cc2N1	5	0	?	-5	1	-17	-11	-2	0	-11
O=C(CSC1=NCCS1)Nc1cccc2ccccc12	9	-1	-2	3	0	18	-18	-14	nt	17

Source: PubChem (several laboratories)

Some of the compounds tested. The share of hits here may be higher or lower than overall.
